SRC3 TRFRET art: TR-FRET detection interference compounds, artefact control for PPARgamma SRC-3 recruitment agonists, biochemical, TR-FRET ratio; AID 1048, 2008; TR-FRET ratio at 8 µM; TR-FRET artefact counter-screen, PPARgamma/SRC-3 format; hits give high values; 0.39% of 99,000 active; in the data active = TR-FRET ratio above about 2000; also: inactives centre near 1600
SRC1 TRFRET art: TR-FRET detection interference compounds, primary screen, artefact control for PPARgamma SRC-1 recruitment agonists, biochemical, TR-FRET emission ratio; TR-FRET detection artefact counter-screen; hits give high values; TR-FRET ratio at 8 µM; 0.34% of 99,000 active; in the data active = TR-FRET ratio above about 2300; also: inactives centre near 1800
The depositor's hits bear a star. Only part of the results is shown, so the mix of outcomes need not match the whole.

SMILES	SRC3 TRFRET art	SRC1 TRFRET art
CC1C(c2cccs2)=[N+]([O-])C(C)(C(=O)c2cccs2)N1O (stereo not drawn)	1486	2068
CN(C)C(=S)SSC(=S)N(C)C	1317	1704
Cc1ccccc1-n1c(-c2ccoc2)nc2ccccc2c1=O	1860	1947
CCOC(=O)C1CCN(/C=C2/C(=O)NC(=O)N(Cc3ccco3)C2=O)CC1	1561	1796
Brc1ccc2c(c1)C(OC1CN3CCC1CC3)c1ccccc1CS2 (stereo not drawn)	1631	1908
Cc1[nH]c2ccccc2c1C(=O)C(=O)N1CC2CC(C1)c1cccc(=O)n1C2 (stereo not drawn)	1615	2068
CCOC(=O)C1(CCc2ccccc2)CCN(Cc2ccc3c(c2)OCCO3)CC1	1831	1906
CCc1ccccc1NC(=O)CNCc1ccccc1	1576	1894
Cc1ccc(-n2c(O)c(/C=N/N3CCOCC3)c(=O)[nH]c2=S)cc1	1675	1702
CCCCc1ncc(CN2CCCC(C(=O)c3ccc(SC)cc3)C2)[nH]1 (stereo not drawn)	1751	1858
O=C(c1c[nH]c2ccc(S(=O)(=O)N3CCOCC3)cc2c1=O)N1CCC2(CC1)OCCO2	1503	1778
COc1ccc(CCn2c(O)c(/C=N/N3CCCCC3)c(=O)[nH]c2=O)cc1OC	1490	1851
COc1cc(OC)c2c(c1)OCC1CON(C)C21 (stereo not drawn)	1587	1725
COc1cc2c(cc1C=O)OCO2	1582	1690
C[C@@]1([C@@H](NP(=O)(c2ccccc2)c2ccccc2)c2ccccc2)C[C@H]1CCO	1614	1672
Cc1cc(/C=C2\C(=O)NC(=O)N(c3cccc(F)c3)C2=O)c(C)n1-c1cc(C(=O)O)cc(C(=O)O)c1	1560	1363
O=Cc1cn(Cc2ccc(F)cc2)c2ccccc12	1298	1681
COc1ccc(/C=C2/C(=O)N(Cc3ccco3)C(=O)N(C(C)C)C2=O)cc1	1237	1645
O=Cc1cn(Cc2c(F)cccc2Cl)c2ccccc12	1405	1694
O=[N+]([O-])c1cc(F)c(N2CCCC2)cc1N1CCNCC1	1575	1864
COc1ccc(O)c(CN2CCCC(C(=O)c3ccccc3SC)C2)c1 (stereo not drawn)	1357	1612
Cc1ncc([N+](=O)[O-])n1CCOc1nonc1N	1491	1616
Cc1ccccc1-n1c(C)nc2ccccc2c1=O	1768	1638
O=C(O)CCn1cc(C=C2C(=O)NC(=S)NC2=O)c(-c2cccc(Br)c2)n1	1675	2072
NC(=O)CS(=O)C(c1ccccc1)c1ccccc1 (stereo not drawn)	1645	1731
Cn1cc[n+](C)c1P(=S)(c1ccccc1)c1ccccc1	1508	1777
O=C(N=Nc1c(O)[nH]c(=O)[nH]c1=O)C1COc2ccccc2O1 (stereo not drawn)	1502	1676
CN1CCN(c2ccc(C(F)(F)F)cc2N)CC1	1748	2176
CCCCn1c(=O)c(C=Nc2cc([N+](=O)[O-])ccc2OC)c(O)n(CCCCl)c1=O	1753	1780
O=C(O)c1nn(Cc2ccc(Cl)cc2Cl)c2ccccc12	1309	1795
CC1=CC2/C=C(\C)CCC(O)C(O)/C=C/C(=O)C23C(=O)NC(CC(C)C)C3C1C (stereo not drawn)	1648	1839
COC(=O)c1c(C)n(Cc2ccccc2)c2ccc(O)cc12	1613	1855
COc1ccc(NC(=O)CN2CC=C(c3ccccc3)CC2)cc1S(=O)(=O)N1CCOCC1	1733	1843
COc1cccc(C(=O)C2CCCN(Cc3ccccn3)C2)c1 (stereo not drawn)	1303	1770
CCCc1nc2ccccc2c(=O)n1-c1ccc(O)cc1	1722	1810
CC1CCCN(C(=O)CN2C3CCC2CC(O)(c2ccc(F)cc2)C3)C1 (stereo not drawn)	1443	1679
CCOc1cc(CNC(C)C(O)c2ccccc2)cc(Cl)c1OCC (stereo not drawn)	1731	1836
Cc1ccc2c(c1)C1CN(C)CCC1N2C(=S)Nc1cccnc1 (stereo not drawn)	1437	1495
N=c1ccccn1Cc1ccccc1	1455	1543
Cc1nc2cc(-c3ccccc3)nn2c(C)c1CCC(=O)N1CCC2(CC1)OCCO2	1579	1476

Full records, quoted from the list. Screens in order: SRC3 TRFRET art	SRC1 TRFRET art
`CCOC(=O)C1(CCc2ccccc2)CCN(Cc2ccc3c(c2)OCCO3)CC1` across the screens: 1831	1906
`CCCc1nc2ccccc2c(=O)n1-c1ccc(O)cc1` across the screens: 1722	1810

The list continues:
SMILES	SRC3 TRFRET art	SRC1 TRFRET art
NS(=O)(=O)c1ccc(N=Cc2c(O)n(-c3ccccc3)c(=O)[nH]c2=O)cc1	1512	1730
COc1ccc2ccc(O)c(CN3CC=C(c4ccccc4)CC3)c2c1	1587	1786
CC(C)c1oc(=O)cc2c1[C@@H](O)[C@H]1OC(=O)[C@@]3(C)CC[C@@H](O)[C@@]2(C)C13 (stereo partly drawn)	1614	1956
CNCCc1c[nH]c2ccccc12	1528	2016
CC(=O)N(C1=NCCCS1)c1ccc(F)cc1	1478	1713
CCCn1cc(C(=O)O)cn1	1731	1721
CC(=O)Nc1ccc(C(=O)OCC(=O)Nc2ccc(Cl)cc2C(=O)c2ccccc2)cc1	1398	1427
Cc1cc(NC(=O)CCl)no1	1624	1829
Cn1c(=O)c2c(ncn2CCCl)n(C)c1=O	1684	1756
N=C1c2ccccc2CN1c1ncccn1	1533	1883
Clc1ccc(CNC2CN3CCC2CC3)cc1 (stereo not drawn)	1337	1505
O=C(Cc1cc(=O)[nH]c(=O)[nH]1)N1CCN(CCO)CC1	1404	1702
C[N+]1=C(/C=C/Nc2ccccc2)C(C)(C)c2ccccc21	1601	1890
CC(C)n1c(=O)c(C=Nc2ccc(S(N)(=O)=O)cc2)c(O)n(Cc2ccco2)c1=O	1578	1873
COc1ccccc1CCNCc1ccc(OC)c(OC)c1OC	1455	1602
Cc1ccc(-c2ccc(=O)n(CC(=O)N3CCC4(CC3)OCCO4)n2)cc1	1545	1724
CCC(C)C12CN3CCN(CC(C)(C3)C1O)C2 (stereo not drawn)	1629	1846
COC(=O)C1C2c3ccccc3C(c3ccccc32)C1C(=O)OC (stereo not drawn)	1550	1753
CN1CCN(C(=O)COc2ccc3ccccc3c2Br)CC1	1663	1847
Cc1c(C(=O)N2CCC3(CC2)OCCO3)sc2ncnc(N3CCN(c4ccccn4)CC3)c12	1541	2025

Some of these compounds in order of molecular weight, highest first.
SMILES	SRC3 TRFRET art	SRC1 TRFRET art
Cc1c(C(=O)N2CCC3(CC2)OCCO3)sc2ncnc(N3CCN(c4ccccn4)CC3)c12	1541	2025
CC(=O)Nc1ccc(C(=O)OCC(=O)Nc2ccc(Cl)cc2C(=O)c2ccccc2)cc1	1398	1427
CC(C)n1c(=O)c(C=Nc2ccc(S(N)(=O)=O)cc2)c(O)n(Cc2ccco2)c1=O	1578	1873
NS(=O)(=O)c1ccc(N=Cc2c(O)n(-c3ccccc3)c(=O)[nH]c2=O)cc1	1512	1730
Cc1ccc(-c2ccc(=O)n(CC(=O)N3CCC4(CC3)OCCO4)n2)cc1	1545	1724
CN1CCN(C(=O)COc2ccc3ccccc3c2Br)CC1	1663	1847
COc1ccc2ccc(O)c(CN3CC=C(c4ccccc4)CC3)c2c1	1587	1786
COc1ccccc1CCNCc1ccc(OC)c(OC)c1OC	1455	1602
COC(=O)C1C2c3ccccc3C(c3ccccc32)C1C(=O)OC (stereo not drawn)	1550	1753
O=C(Cc1cc(=O)[nH]c(=O)[nH]1)N1CCN(CCO)CC1	1404	1702
CC(=O)N(C1=NCCCS1)c1ccc(F)cc1	1478	1713
Clc1ccc(CNC2CN3CCC2CC3)cc1 (stereo not drawn)	1337	1505
Cn1c(=O)c2c(ncn2CCCl)n(C)c1=O	1684	1756
CCC(C)C12CN3CCN(CC(C)(C3)C1O)C2 (stereo not drawn)	1629	1846
N=C1c2ccccc2CN1c1ncccn1	1533	1883
Cc1cc(NC(=O)CCl)no1	1624	1829
CNCCc1c[nH]c2ccccc12	1528	2016
CCCn1cc(C(=O)O)cn1	1731	1721

Continuation:
SMILES	SRC3 TRFRET art	SRC1 TRFRET art
O=c1cccc2n1CC1CC2CN(S(=O)(=O)c2ccc(F)cc2)C1 (stereo not drawn)	1553	1795
O=c1c2ccccc2nc(/C=C/c2ccc3c(c2)OCO3)n1-c1ccccc1	1763	1884
Cc1ccc(NP(=O)(Nc2ccc(C)cc2)Oc2ccccc2)cc1	1564	1920
C/C(=N\N1CCCCCC1)c1c(O)n(-c2ccc(C)cc2)c(=O)[nH]c1=O	1703	1853
Cc1ccc2occ(CN3CC4CC(C3)c3cccc(=O)n3C4)c(=O)c2c1 (stereo not drawn)	1411	1900
C=CC[N+]1(C)C2CCC1CC(O)C2 (stereo not drawn)	1616	1600
CN[C@@H]1C[C@@H](c2ccc(Cl)c(Cl)c2)c2ccccc21	1702	1939
CC(C)c1ccc(N2C(=O)NC(=O)/C(=C/C=C/c3ccco3)C2=O)cc1	1649	1734
O=P(Nc1cccnc1)(Oc1ccccc1)Oc1ccccc1	1630	1808
CCOC(=O)C1(CCc2ccccc2)CCN(Cc2ccco2)CC1	1600	1820
Cc1cccc(NP(C)(=O)c2nc3c(s2)CCCC3)c1 (stereo not drawn)	1444	1661
CN(C)C(Cc1ccc(C#N)cc1)C(=O)c1ccccc1 (stereo not drawn)	1525	1913
C=CC(C)C(C(=O)c1ccccc1)N(C)C (stereo not drawn)	1680	1864
Cc1nc2ccccc2c(=O)n1-c1ccc(Cl)cc1[N+](=O)[O-]	1618	1827
Cc1ccccc1CCNCc1ccc(Br)cc1	1692	1820
Cc1cc(C=C2C(=O)NC(=S)NC2=O)c(C)n1C1CCCC1	1411	1828
COc1ccc(CC2(CCc3ccncc3)C(=O)NC(=O)NC2=O)c(OC)c1	1790	1724
CCC(CC)NCc1c[nH]c2ccccc12	1610	1861
COc1ccc(NC(=S)NC(NC(=O)CF)C(Cl)(Cl)Cl)cc1[N+](=O)[O-] (stereo not drawn)	1594	1635
CN1CCN(Cc2ccccc2Sc2ccccc2)CC1	1592	1781
C=CCN(CC#CCOc1ccccc1OC)CC=C	1402	1972
CC1CCN(C(=O)CCl)CC1	1700	1836
O=C1NC(=O)C(CCc2ccncc2)(CCc2ccncc2)C(=O)N1CCc1ccccc1	1589	1875
CCCC(CCC)C(=O)OC[N+](C)(C)CCOC(=O)C(O)(c1ccccc1)C1CCCC1 (stereo not drawn)	1672	1766
O=C(c1ccc(C(F)(F)F)cc1)C1CCCN(Cc2ccncc2)C1 (stereo not drawn)	1834	1754
Cc1ccccc1CN1CCNCC1	1493	1929
Fc1ccc(C2=CCN(C(c3ccc(Cl)cc3)c3nnnn3Cc3ccccc3)CC2)cc1 (stereo not drawn)	1447	1677
Cc1cc(C=C2C(=O)NC(=O)NC2=O)c(C)n1-c1ccncc1	1773	1976
CC/C(=N\Nc1ccccc1)c1c(O)n(C)c(=O)n(C)c1=O	1631	1681
CNC(=O)Oc1ccc(-c2cn3cc(C)ccc3n2)cc1	1738	1874
Cc1ccc(N2C(=O)NC(=O)C(CCc3ccncc3)(Cc3cccc(Cl)c3Cl)C2=O)cc1 (stereo not drawn)	1585	1767
CCNC(=O)NNC(=O)C1CC(c2cccnc2)=NO1 (stereo not drawn)	1657	1905
CC(C)[C@@]1(NC(=O)[C@@H]2C[C@@H]3c4cccc5[nH]cc(c45)C[C@H]3N(C)C2)O[C@@]2(O)[C@@H]3CCCN3C(=O)[C@H](Cc3ccccc3)N2C1=O	1528	1510
COc1ccc(NC2(C#N)CCCCC2)cc1	1644	1686
NC(=O)Nc1ccc(C(=O)OCC(=O)Nc2ccc(Cl)cc2C(=O)c2ccccc2)cc1	1472	1809
CC(CN1CCOCC1)OC(=O)Cc1ccccc1 (stereo not drawn)	1523	1508
O=C1NC(=O)N(c2ccc(F)cc2)C(=O)/C1=C/c1ccc(N2CCOCC2)cc1	1544	1937
O=P(Nc1cccc(Cl)c1)(Oc1ccccc1)Oc1ccccc1	1819	1868
O=C(NCCN1CCCCC1)c1ccc(Cl)nc1Cl	1608	1948
COc1cc2c(C(=O)O)c(C)n(C)c2cc1Br	1353	1534
CCn1c(C)cc(/C=C2\C(=O)NC(=O)N(c3ccccc3C)C2=O)c1C	1551	1688
Cc1ccc(-c2nc3ccccc3c(=O)n2-c2ccccn2)cc1	1678	1973
Cc1ccc(-n2c(O)c(C=NCCC3=CCCCC3)c(=O)[nH]c2=O)cc1	1448	1866
CCn1ccnc1CN1CCCC(C(=O)c2cc(Cl)ccc2OC)C1 (stereo not drawn)	1478	1819
Cc1ccc(C2=NN(CCC(=O)N3CCC4(CC3)OCCO4)C(=O)CC2)cc1	1341	1905
Cc1nc2c(c(C)nn2-c2ccccc2)c(C)c1CCC(=O)N1CCC2(CC1)OCCO2	1441	1887
CCOC(=O)C1(CCc2ccccc2)CCN(Cc2csc(C(C)=O)c2)CC1	1628	1613
CC(C)CN1CCN(Cc2ccccc2C(F)(F)F)CC1CCO (stereo not drawn)	1560	1420
COc1cc(N2CCOCC2)ccc1/C=C1\C(=O)NC(=O)N(Cc2cccs2)C1=O	1657	1957
CNP(=O)(Oc1ccccc1)OC12CC3CC(CC(C3)C1)C2 (stereo not drawn)	1616	1949
Cc1cccc(NC(=S)N2CC3CC(C2)c2cccc(=O)n2C3)c1C (stereo not drawn)	1598	1625
Cc1c(N=Nc2c(O)[nH]c(=S)[nH]c2=O)c(=O)n(-c2ccccc2)n1C	1748	1861
C=C(C)c1cccc(C(C)(C)NC(=O)NC2CN3CCC2CC3)c1 (stereo not drawn)	1603	1740
Cc1[nH]c2ccccc2c1C(=O)CN1CC=C(c2ccccc2)CC1	1576	1543
COc1ccc(C(=O)C2CCCN(Cc3cnc(C)s3)C2)cc1OC (stereo not drawn)	1467	1815
CCOC(=O)Cc1csc(NC(=O)c2c(O)c3ccccc3n(CCC(C)C)c2=O)n1	1571	1874
Cc1ccc(C(=O)NC(O)C(Cl)(Cl)Cl)cc1 (stereo not drawn)	1530	1696
OC(CNCCc1c[nH]c2ccccc12)C(F)(F)F (stereo not drawn)	1639	1626
CSc1ncc(/C=C2/C(=O)NC(=O)N(c3ccc(Cl)cc3)C2=O)cn1	1498	2124
CCN(CC(=O)Nc1ccc(C#N)c(Cl)c1)CC(=O)NC(C)(C)C	1371	1990
